TDP43 rescue: rescues yeast growth from TDP-43 toxicity. hit rate 1.8% among 410,000. TDP-43 expressing yeast growth rescue, BacTiter-Glo, 24 h. AID 652104. Potency, µM (series often up to 46.1 µM), inactives show top-dose growth rescue (activation), usual class: activators; also: % of control where 0% means no effect; nearly all actives have a fitted effect of over 50% in size
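In this qHTS, compounds that restore growth of yeast expressing TDP-43 appear as activators. Cells (OD600=0.02, galactose medium, raffinose-pregrown) are incubated with compound 24 hr at 30 deg C and growth is quantified by BacTiter-Glo.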
HEK293 tox: cytotoxicity in counter-screen for GLP-1R inverse agonists. AID 624418. Potency, µM (highest dose often 38.3 µM), without a hit: top-dose activity change, negative = inhibition, hits mostly inhibitors. HEK293 cAMP-luciferase reporter cells, luminescence, 24 h. hit rate 0.13% among 410,000;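 also: loss of luciferase light is scored as toxicity; % is scaled to controls: 0 for no effect and ±100 for the full control effect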
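1536-well qHTS counterscreen of the MLSMR; 200 cells/uL, 12 h pre-incubation, 23 nL cpd, 24 h at 37 deg C 5% CO2, luciferase detection reagent, 12 min RT, luminescence. Inhibition = undesired.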
HT1080 IDH1KD tx: toxicity to HT-1080 IDH1 knockdown cells (counter line). HT-1080 IDH1 knockdown viability, ATP luminescence, 48 h. Potency, µM (titrated, usually from 46.1 µM), without a hit: top-dose activity, negative = toxicity, actives largely listed as cytotoxic. hit rate 2% among 360,000. AID 686971;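 also: 0% = DMSO wells and -100% = cell-free medium wells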
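After a 2 h attachment period, IDH1KD HT-1080 cells took pin-transferred compound for 48 h at 37 °C; ATP-based luminescence after 10 min room-temperature reagent incubation reported viability.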
KB-V1 MDR tox: KB-V1 MDR subline cytotoxicity; KB-V1 MDR cells viability, CellTiter-Glo, 72 h; Potency, µM (top dose mostly 46.1 µM), for inactives: at the top dose activity change, negative = cytotoxicity, most hits filed as cytotoxic; hit rate 3.4% among 400,000; also: % is scaled to controls: 0 for no effect and ±100 for the full control effect; nearly all actives have a fitted effect of over 60% in size
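Following 72 h at 37 degrees C with compound, KB-V1 cell viability was read by CellTiter-Glo luminescence, medium being phenol-red-free DMEM plus 10% FBS; concentration-response parameters came from normalized, curve-fitted qHTS data.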
KB-3-1 tox: KB-3-1 parental cell cytotoxicity; KB-3-1 viability, CellTiter-Glo ATP luminescence, 72 h; AID 1347075; Potency, µM (titrated, usually from 46.1 µM), for inactives: at the top dose activity change, negative = cytotoxic, hits mostly cytotoxic; hit rate 1.4% among 400,000; also: % is scaled to controls: 0 for no effect and ±100 for the full control effect; nearly all actives have a fitted effect of over 60% in size
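Here the drug-naive KB-3-1 line serves as comparator for MDR sub-line selectivity; cells received compound titrations, 72 h at 37 °C, then CellTiter-Glo readout.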
GLP1R ag: GLP-1 receptor (human) agonism; P43220; HEK293 GLP-1R CRE-luciferase, luminescence, 4-6 h; cells express a hypersensitive GLP-1R form; Potency, µM (doses to about 45.6 µM), for inactives: at the highest dose activation, actives largely listed as activators; hit rate 0.007% among 380,000; also: % of control where 0% means no effect
Target sequence (P43220 whole entry, looked up): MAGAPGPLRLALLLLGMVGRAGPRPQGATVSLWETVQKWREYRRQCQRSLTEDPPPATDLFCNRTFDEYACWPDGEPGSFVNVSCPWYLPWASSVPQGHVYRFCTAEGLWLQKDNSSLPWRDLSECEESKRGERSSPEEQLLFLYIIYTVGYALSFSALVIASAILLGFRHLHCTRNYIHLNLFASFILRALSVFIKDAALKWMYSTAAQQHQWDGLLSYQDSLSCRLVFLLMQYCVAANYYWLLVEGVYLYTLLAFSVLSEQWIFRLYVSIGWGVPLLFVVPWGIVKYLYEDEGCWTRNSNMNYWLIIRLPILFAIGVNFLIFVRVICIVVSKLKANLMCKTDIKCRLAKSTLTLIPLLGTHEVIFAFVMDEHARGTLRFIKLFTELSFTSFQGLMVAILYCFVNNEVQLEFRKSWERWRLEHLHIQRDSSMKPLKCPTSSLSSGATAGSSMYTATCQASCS
HT1080-NT tox: kills 2HG-producing HT-1080-NT fibrosarcoma cells. HT-1080-NT fibrosarcoma viability, CellTiter-Glo ATP luminescence, 48 h. Potency, µM (doses to about 46.1 µM), for the others: at the highest dose activity, negative = less viability, hits mostly cytotoxic. hit rate 1.6% among 360,000;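 also: NT is the 2HG producing partner of a matched IDH1 knockdown line; 0% = DMSO-treated cells and -100% = media-only wells without cells; nearly all actives have a fitted effect of over 55% in size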
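Fibrosarcoma NT cells, 750 per well in 5% FBS RPMI, were exposed to compound for 48 hours. Viability: CellTiter-Glo luminescence.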
GLP1R inv ag: acts as inverse agonist at human GLP-1 receptor. P43220. HEK293 GLP-1R CRE-luciferase, luminescence, 24 h; GLP-1R form is constitutively active. Potency, µM (titrated, usually from 38.3 µM), inactives show top-dose activity change, negative = inhibition, hits mostly inhibitors. hit rate 1.6% among 410,000; also: % is scaled to controls: 0 for no effect and ±100 for the full control effect; nearly all actives have a fitted effect of over 55% in size
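Inverse agonism was detected as reduced cAMP-driven luciferase luminescence after 24 h compound treatment. The cells were HEK293 clones expressing constitutively active human GLP-1R with the reporter. Reporter-only and GPR119 cell lines served as counterscreen controls.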
SW480 rerep: DNA re-replication induction in SW480 cells. SW480 DNA re-replication, Hoechst DNA content imaging, 48 h. Potency, µM (top dose mostly 46.1 µM), for inactives: at the highest dose re-replication activation, hits mostly activators. hit rate 1.8% among 340,000. AID 624297; also: % of control where 0% means no effect; nearly all actives have a fitted effect of over 55% in size
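SW480 cells exposed to compounds for 48 hr at 37 C, 5% CO2, then Hoechst-stained 40 min. Nuclear DNA content imaged by fluorescence scanning (405 nm excitation, 500-530 nm emission); re-replication scored as increased high-intensity nuclei.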
An asterisk follows results filed as active; ? = inconclusive; / = no result given; [ ] = dose if it differs, or a comment. Calls follow the shape of the dose curve; as a rule, active = well fitted curve in the direction sought with a large enough effect; inconclusive = small, poorly fitted or top-dose-only effect, or another doubt; inactive = no such curve, though single readings can be large; an effect the other way counts as inactive or inconclusive. Potency is read from the fitted curve at half-maximal effect. Rows were taken by chance, and some 9.4% of all compounds hit somewhere here.

Field names – A = TDP43 rescue; B = HEK293 tox; C = HT1080 IDH1KD tx; D = KB-V1 MDR tox; E = KB-3-1 tox; F = GLP1R ag; G = HT1080-NT tox; H = GLP1R inv ag; I = SW480 rerep
Cc1n[nH]c(=S)n1/N=C/c1cccc(OCc2ccccc2)c1
  A = ? | B = -6% | C = -5% | D = 11% | E = 8% | F = 19% | G = -2% | H = 17% | I = 23%

CCC1C(=O)N=C(SCC(=O)Nc2cccc3ccccc23)NC1=O (stereo not given)
  A = -1% | B = 1% | C = -19% | D = -5% | E = -1% | F = -4% | G = -5% | H = 0% | I = -11%

COc1ccccc1NC(=O)Nc1cc(C(C)C)ccc1C
  A = -7% | B = -14% | C = -16% | D = -7% | E = 16% | F = 7% | G = -2% | H = -20% | I = 8%

Cc1ccc(S(=O)(=O)N2CCN(C(=O)CCc3c[nH]c4ccccc34)CC2)cc1
  A = ? | B = -21% | C = 12% | D = 0% | E = 2% | F = 2% | G = 3% | H = -24% | I = -18%

CC(=O)N1CCCc2cc(S(=O)(=O)N3CCCC(C(=O)Nc4ccc(F)cc4F)C3)ccc21 (stereo not given)
  A = 4% | B = 7% | C = / | D = ? | E = ? | F = / | G = / | H = 0% | I = /

CC(Sc1ccc2c(c1)OCCO2)C(=O)Nc1ccc2c(c1)OCO2 (stereo not given)
  A = ? | B = -21% | C = -5% | D = 0% | E = -12% | F = 1% | G = 0% | H = -7% | I = -4%

CCCCCCNc1c([N+](=O)[O-])cc(C)cc1[N+](=O)[O-]
  A = 7% | B = -18% | C = 5% | D = 24% | E = -5% | F = -5% | G = 10% | H = -21% | I = -1%

O=C(c1ccc(Cl)cc1Cl)N1CCN(c2ccc(N3CCOCC3)nn2)CC1
  A = -4% | B = 9% | C = 2% | D = ? | E = 0% | F = -14% | G = -2% | H = -1% | I = 0%

Cc1ccc(C(=O)NCc2ccc3c(c2)OCO3)cc1C
  A = ? | B = 30%[activator] | C = -4% | D = -4% | E = -2% | F = 19% | G = -3% | H = -2% | I = 4%

CC(C)[C@@H](C(=O)N[C@@H](Cc1ccccc1)C(=O)O)N1C(=O)N2CCc3c([nH]c4ccccc34)[C@@]2(C)C1=O
  A = 13% | B = -8% | C = 4% | D = 0% | E = 0% | F = 3% | G = 4% | H = 15% | I = -25%

COc1ccc(C2C(C(=O)N3CCN(c4ccccc4)CC3)c3ccccc3C(=O)N2C)cc1OC (stereo not given)
  A = 10% | B = -7% | C = 3% | D = 0% | E = 6% | F = -4% | G = -3% | H = 0% | I = -8%

CC(C)(C)c1csc(SCC(=O)Nc2ccc(Cl)cn2)n1
  A = 14% | B = -4% | C = ? | D = ? | E = 10% | F = 13% | G = ? | H = 6% | I = 3%

CCc1ccccc1Nc1nc(N)nc(COC(=O)c2c(C)noc2C)n1
  A = 21% | B = 3% | C = -14% | D = ? | E = -27% | F = 17% | G = 1%[9.24 µM] | H = ? | I = -12%

Cc1cc(C)nc(SC2=CS(=O)(=O)c3ccccc32)n1
  A = 26% | B = -27% | C = ? | D = ? | E = 18µM* | F = -8% | G = 23µM* | H = 1% | I = 21µM*

O=C(NCc1cccs1)c1cnc2ccccn2c1=O
  A = -6% | B = 5% | C = 13% | D = 4% | E = 24% | F = 7% | G = 15% | H = 8% | I = -3%

SW480 rerep: entries above that show a hit
Compound,GLP1R ag,SW480 rerep
Cc1cc(C)nc(SC2=CS(=O)(=O)c3ccccc32)n1,-8%,21µM*

Further results.
Field names – A = TDP43 rescue; B = HEK293 tox; C = HT1080 IDH1KD tx; D = KB-V1 MDR tox; E = KB-3-1 tox; F = GLP1R ag; G = HT1080-NT tox; H = GLP1R inv ag; I = SW480 rerep
CN(Cc1cc2cc(F)ccc2[nH]1)Cc1nc(-c2cnccn2)no1
  A = 13% | B = 13% | C = -1% | D = 2% | E = 5% | F = -5% | G = -21% | H = 15% | I = -17%

COc1ccc(C(=O)Nc2nc3n(n2)C(c2ccc(F)cc2)C=C(c2ccc(Cl)cc2)N3)cc1 (stereo not given)
  A = 0%[9.22 µM] | B = / | C = / | D = -9% | E = -3% | F = / | G = / | H = 10% | I = /

COc1cccc(Cn2c(=O)n(-c3ccccc3C)c(=O)c3c2c2cc(C)ccc2n3C)c1
  A = 22% | B = -10% | C = / | D = -24% | E = ? | F = -1% | G = / | H = ? | I = /

CCOC(=O)N1CCN(C(=O)CCn2nc(-c3ccc(Cl)cc3)ccc2=O)CC1
  A = 7% | B = -3% | C = 11% | D = -12% | E = 8% | F = 11% | G = 11% | H = -10% | I = -1%[9.22 µM]

COc1ccccc1NC(=S)N1C2CCC1CC(NC(=O)NC13CC4CC(CC(C4)C1)C3)C2 (stereo not given)
  A = -1% | B = -20% | C = 6% | D = -17% | E = -7% | F = -9% | G = 4% | H = 0% | I = 13%

COc1ccc(NS(=O)(=O)c2cccc(N3CC(O)=C(c4ccccc4)C3=N)c2)cc1
  A = 16% | B = -3% | C = 5% | D = -14% | E = 3% | F = 12% | G = -3% | H = 17% | I = -1%

Cc1cc(OCC(=O)Nc2ccc(CN3CCCCC3)cc2)ccc1Cl
  A = 13% | B = 18% | C = -18% | D = -1% | E = 20% | F = 5% | G = 7% | H = ? | I = -6%

CC(C)Oc1ccc(S(=O)(=O)N2CCOCC2)cc1NC(=O)C1=NN(c2ccccc2)C(=O)CC1
  A = 3% | B = -2% | C = -1% | D = ? | E = -5% | F = 2% | G = -4% | H = -3% | I = 11%

COc1ccc(CC(N)c2csc(NC(=O)Nc3ccc(OC)cc3)n2)cc1 (stereo not given)
  A = 19% | B = 6% | C = ? | D = -2% | E = ? | F = 2% | G = 23µM* | H = -30% | I = /

COc1ccc(C2CC(=O)N(CC(=O)NCC3CCCO3)c3ccccc3S2)cc1 (stereo not given)
  A = 0% | B = -3% | C = 1% | D = -11% | E = -9% | F = -5% | G = 2% | H = -2% | I = -2%

Cc1ccccc1S(=O)(=O)Nc1cccnc1
  A = -12% | B = -23% | C = 0% | D = 0% | E = -1% | F = 5% | G = 2% | H = -9% | I = 0%

COCCn1c(SCC(=O)N2CCC(C)CC2)nc2c(c1=O)SCC2
  A = -9% | B = 19% | C = 0% | D = 0% | E = 5% | F = 7% | G = 2% | H = ? | I = 0%

CC(C)c1ccccc1-n1cc[nH]c1=S
  A = -14% | B = -11% | C = -2% | D = 0% | E = -9% | F = -1% | G = -2% | H = 3% | I = -2%

O=C(C1=C[C@H](c2ccccc2)C[C@H](OCc2ccc(CO)cc2)O1)N1CCN(Cc2ccc3c(c2)OCO3)CC1
  A = 5% | B = -24% | C = -27% | D = ? | E = ? | F = 10% | G = -29% | H = ? | I = 2%[9.22 µM]

CC(c1ccccc1)n1c(N2CCNCC2)nc2c1c(=O)[nH]c(=O)n2C (stereo not given)
  A = 7% | B = -4% | C = 4% | D = -3% | E = -1% | F = -4% | G = -6% | H = 8% | I = -15%

Next structures
Field names – A = TDP43 rescue; B = HEK293 tox; C = HT1080 IDH1KD tx; D = KB-V1 MDR tox; E = KB-3-1 tox; F = GLP1R ag; G = HT1080-NT tox; H = GLP1R inv ag; I = SW480 rerep
Cn1c(/C(C#N)=C(\O)CN2CCN(Cc3ccccc3)CC2)nc2ccccc21
  A = -20% | B = -8% | C = 5% | D = ? | E = -13% | F = 0% | G = -4% | H = -12% | I = 2%

O=C(c1ccc(Cl)cc1)N1CCCC(C(=O)N2CCN(c3ccccc3)CC2)C1 (stereo not given)
  A = 11% | B = 11% | C = 0% | D = -26% | E = 0% | F = -2% | G = 4% | H = 1% | I = -25%

COc1cc(OC)cc(C(=O)N[C@H](C(=O)OCC(=O)Nc2ccc(C)cc2C)C(C)C)c1
  A = 7% | B = -1%[1.53 µM] | C = 4% | D = -28% | E = ? | F = 3% | G = 2% | H = ? | I = 6%

c1ccc(CNc2nc(NCc3cccs3)nc3ccsc23)cc1
  A = 8% | B = 3% | C = ? | D = -3% | E = 0% | F = -5% | G = ? | H = ? | I = /

COc1ccc(S(=O)(=O)Nc2nc3c(s2)CCCC3)cc1
  A = -11% | B = -12% | C = -2% | D = 9% | E = -18% | F = -12% | G = -1% | H = -15% | I = 1%

CCN(CC(=O)NCc1ccc(F)cc1)Cc1nc2cc(Cl)ccc2c(=O)[nH]1
  A = -5% | B = 9% | C = -2% | D = -8% | E = 10% | F = 19% | G = -12% | H = ? | I = -3%

COc1ccc(-c2cc(C(=O)Nc3ccc(C)c(N)c3)c3ccccc3n2)cc1
  A = ? | B = -1% | C = ? | D = ? | E = ? | F = 4% | G = ? | H = ? | I = ?

Cn1c(=O)c2c(nc3sccn32)n(C)c1=O
  A = -15% | B = -7% | C = 8% | D = 0% | E = 1% | F = 3% | G = 0% | H = 43%[activator] | I = -6%

CCc1ccc(CNC(=O)c2nn(-c3ccc(C)cc3)c(=O)c3c2c2ccccc2n3C)cc1
  A = 1% | B = 2% | C = / | D = 6% | E = 11% | F = / | G = / | H = 1% | I = /

Cc1nn(-c2ccccc2)c(Cl)c1C(=O)NCC(C)C
  A = 14% | B = 6% | C = 21% | D = -1% | E = 11% | F = 1% | G = 12% | H = -5% | I = -2%

CC1C(=O)N2CCCc3cc(NS(=O)(=O)c4ccc(F)cc4)cc1c32 (stereo not given)
  A = -17% | B = -2% | C = 0% | D = 0% | E = 2% | F = 13% | G = -3% | H = 34%[activator] | I = -12%

O=C(O)C1Cc2c([nH]c3ccccc23)C(c2ccc3c(c2)OCO3)N1 (stereo not given)
  A = -21% | B = 0% | C = -5% | D = 3% | E = -3% | F = 0% | G = -2% | H = 1% | I = 2%

COc1ccccc1N(CC(=O)NCC1CCCO1)C(=O)CNS(=O)(=O)c1ccc(C)cc1 (stereo not given)
  A = -16% | B = -13% | C = 10% | D = 13% | E = 14% | F = -10% | G = 14% | H = -21% | I = -9%

CCOc1ccccc1C(=O)Nc1cccc2ccccc12
  A = ? | B = -8% | C = 0% | D = 0% | E = -1% | F = 16% | G = -19% | H = -8% | I = 6%

COC(=O)COc1ccc2cc(-c3ccccc3)c(=O)oc2c1
  A = 22% | B = 0% | C = 2% | D = ? | E = 14% | F = 1% | G = 12% | H = -1% | I = -1%

Source: PubChem BioAssay (National Center for Advancing Translational Sciences (NCATS))
